Screening results: PubChem BioAssay, The Scripps Research Institute Molecular Screening Center
PME-1 inh: PME-1 (human) inhibition; recombinant PME-1, FP-Rh probe fluorescence polarization; inhibition, % at 5.9 µM; 0.53% of 320,000 active;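 active means inhibition above the campaign mean of all compounds plus 3 SD, cut at about 26% in these data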;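 further: competitive labeling of PME-1 active site by serine hydrolase directed probe; 0% = PME-1 with DMSO and 100% = wells lacking PME-1 enzyme; inhibitors block probe labeling so polarization falls and inhibition rises; many of its hits are not listed in these tables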
PREPL inhibitor: inhibitors of human prolyl oligopeptidase-like enzyme PREPL; recombinant PREPL, fluorescence polarization activity-based probe; inhibition, % at 5.96 µM; Q4J6C6; 0.68% of 320,000 active; in the data active means inhibition above about 43%;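 further: 0% = enzyme with DMSO and 100% = wells lacking enzyme; many of its hits are not listed in these tables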
PAFAH1B3 FP inh: blocks human PAF acetylhydrolase 1B catalytic subunit 3; recombinant PAFAH1B3, FP-rhodamine probe, fluorescence polarization; inhibition, % at 3.39 µM; 0.28% of 340,000 active; AID 492972; Q15102;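 active means inhibition above the screen-wide average of all tested compounds plus 3 SD, cut at about 25% in these data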;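 further: 0% = enzyme with DMSO only and 100% = wells lacking PAFAH1B3 protein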
LYPLA2 counter: LYPLA2 (human) inhibition in PME1 counter-screen | O95372 | recombinant LYPLA2, FP-Rh probe fluorescence polarization | inhibition, % at 5.9 µM | 0.38% of 320,000 active;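 active means inhibition above the screen-wide mean plus 3 SD, limit set per campaign, cut at about 26% in these data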;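 further: 0% = LYPLA2 with DMSO and 100% = wells lacking LYPLA2 enzyme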
LYPLA1 counter: LYPLA1 (human) inhibition in PME1 counter-screen; 0.16% of 320,000 active; O75608; inhibition, % at 5.9 µM; recombinant LYPLA1, FP-Rh probe fluorescence polarization;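 active means inhibition above the mean of all tested compounds plus 3 SD, set per campaign, cut at about 14% in these data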;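 further: inhibitors block serine hydrolase probe labeling of LYPLA1 so polarization falls; 0% = enzyme with DMSO and 100% = wells lacking LYPLA1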
Target sequence (O75608 whole entry, looked up): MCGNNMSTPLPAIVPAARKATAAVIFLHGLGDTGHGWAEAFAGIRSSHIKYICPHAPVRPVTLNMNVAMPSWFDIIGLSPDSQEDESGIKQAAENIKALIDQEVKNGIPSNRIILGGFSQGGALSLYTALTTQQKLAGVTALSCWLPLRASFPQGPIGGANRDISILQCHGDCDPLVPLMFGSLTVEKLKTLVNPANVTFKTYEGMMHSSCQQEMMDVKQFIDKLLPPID
PAFAH1B2 inh: inhibitors of human PAFAH1B2. inhibition, % at 3.39 µM. P68402. recombinant PAFAH1B2, FP-rhodamine activity probe, fluorescence polarization. 1.2% of 340,000 active;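 active means inhibition above the mean of all tested compounds plus 3 SD, cut at about 24% in these data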;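 further: 0% = enzyme with DMSO and 100% = wells lacking PAFAH1B2; many of its hits are not listed in these tables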
Target sequence (P68402 whole entry, looked up): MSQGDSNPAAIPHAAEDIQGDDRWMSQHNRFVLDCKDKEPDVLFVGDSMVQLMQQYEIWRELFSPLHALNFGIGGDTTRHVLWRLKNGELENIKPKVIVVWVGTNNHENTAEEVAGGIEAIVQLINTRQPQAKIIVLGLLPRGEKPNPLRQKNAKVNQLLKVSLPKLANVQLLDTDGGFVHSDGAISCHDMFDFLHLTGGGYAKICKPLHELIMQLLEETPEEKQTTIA
pPAFAH inh: inhibitors of human plasma PAF acetylhydrolase (pPAFAH). Q13093. recombinant pPAFAH, FP-rhodamine probe fluorescence polarization. inhibition, % at 3.39 µM. 1.5% of 330,000 active. AID 463082;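 active means inhibition above the mean inhibition across the screen plus 3 SD, cut at about 25% in these data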;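 further: inhibitors block binding of the rhodamine activity-based probe so polarization drops; 0% = enzyme with DMSO and 100% = wells lacking pPAFAH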
Target sequence (Q13093 whole entry, looked up): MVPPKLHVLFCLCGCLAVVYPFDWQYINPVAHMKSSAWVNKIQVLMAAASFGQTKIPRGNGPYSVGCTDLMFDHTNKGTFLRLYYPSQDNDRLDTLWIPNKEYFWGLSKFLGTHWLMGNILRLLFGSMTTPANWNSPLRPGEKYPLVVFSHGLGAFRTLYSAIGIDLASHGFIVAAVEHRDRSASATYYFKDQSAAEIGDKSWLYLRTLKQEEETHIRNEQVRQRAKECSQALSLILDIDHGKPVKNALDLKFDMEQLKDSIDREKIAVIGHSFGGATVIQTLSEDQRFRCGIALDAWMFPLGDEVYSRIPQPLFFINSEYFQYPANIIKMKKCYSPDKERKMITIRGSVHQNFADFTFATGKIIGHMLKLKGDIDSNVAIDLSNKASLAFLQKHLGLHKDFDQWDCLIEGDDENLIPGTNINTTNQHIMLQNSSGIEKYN
PAD4 inh: blocks human protein arginine deiminase 4; Q9UM07; recombinant PAD4, RCA probe fluorescence polarization; inhibition, % at 6.36 µM; 0.41% of 330,000 active; AID 485272;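 active means percent inhibition above a cutoff equal to the mean of all tested compounds plus 3 SD, cut at about 15% in these data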;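 further: 0% = PAD4 with RCA probe and DMSO and 100% = probe without PAD4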
GSTO1 inh: counter-screen for RBBP9 inhibitors: inhibitors of human GSTO1; recombinant GSTO1, activity-based probe fluorescence polarization; 1.1% of 300,000 active; P78417; inhibition, % at 5.96 µM;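 active means inhibition above the campaign mean inhibition plus 3 SD, cut at about 35% in these data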;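 further: 0% = GSTO1-1 with DMSO and 100% = wells lacking GSTO1-1 enzyme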
The depositor's hits bear a star; . = not tested or not shown. This is a subset. The share of hits here may be higher or lower than overall.

| SMILES | PME-1 inh | PREPL inhibitor | PAFAH1B3 FP inh | LYPLA2 counter | LYPLA1 counter | PAFAH1B2 inh | pPAFAH inh | PAD4 inh | GSTO1 inh |
| --- | --- | --- | --- | --- | --- | --- | --- | --- | --- |
| CC(=O)N1c2ccccc2NC2=C(C(=O)CC(C)(C)C2)C1c1cccn1C (configuration not stated) | -6 | -2 | 3 | 2 | 0 | 2 | 4 | -4 | -3 |
| Cc1csc(NC(=O)c2c(-c3ccccc3)noc2C)n1 | 0 | -5 | 5 | 2 | -2 | 7 | 3 | 0 | 2 |
| C=CCn1c(=N)n(CC(=O)c2ccc(OC)cc2)c2ccccc21 | -10 | 0 | 0 | -2 | -1 | 1 | -3 | -4 | -1 |
| COCc1cc(C)nc(N/N=C/c2ccc(-c3cc(C(=O)O)ccc3Cl)o2)c1C#N | -1 | 6 | . | 4 | 0 | . | -6 | -4 | 4 |
| O=C(NCc1cccc(OC(F)(F)F)c1)C1CCC(=O)N(Cc2cccc(F)c2)C1 (configuration not stated) | 1 | -3 | 7 | 6 | 2 | 5 | 5 | 4 | 5 |
| Cc1cc(C)n2nc(CNS(=O)(=O)c3cccc([N+](=O)[O-])c3)nc2n1 | -9 | -1 | 3 | -3 | 0 | 2 | 5 | -3 | 10 |
| Cc1ccc(N2C(=O)CC(Cc3cccc(C)c3)C2=O)cc1 (configuration not stated) | 2 | -6 | -1 | 2 | -1 | 5 | -2 | -1 | -4 |
| O=C(NCCNC(=O)c1ccccc1O)c1ccccc1O | -3 | -23 | 10 | 2 | 0 | 1 | 0 | -3 | 5 |
| CCc1[nH]nc2c1C(c1ccc(Br)s1)C(C#N)=C(N)O2 (configuration not stated) | -4 | -4 | 3 | 10 | 1 | 15 | 5 | -1 | -4 |
| O=C(COC(=O)c1ccc(=O)n(Cc2ccccc2)n1)Nc1ccc2c(c1)OCCO2 | 7 | 8 | 12 | 2 | 2 | 3 | 15 | -3 | 15 |
| CC(=O)O[C@H]1CC[C@]2(C)[C@H]3CC=C4[C@@H]5[C@@H](C)[C@H](C)CC[C@]5(C(=O)O)CC[C@@]4(C)[C@]3(C)CC[C@H]2C1(C)C | -1 | 2 | . | 3 | 0 | . | 0 | 4 | 6 |
| COc1cc(NC(=O)COC(=O)C=C(C)C)c(C)cc1[N+](=O)[O-] | 1 | 1 | 9 | 2 | -1 | -2 | 8 | 1 | 0 |
| Clc1ccccc1/C=C/c1nc(-c2ccccn2)no1 | -5 | -9 | 11 | 7 | -2 | -1 | -2 | -5 | -20 |
| Cc1cccc2cc(C#N)c(NCc3ccccc3)nc12 | -4 | 2 | 5 | 0 | -2 | 3 | 5 | -4 | 3 |
| COc1ccc(NC(=O)c2cn3c(nc4ccccc43)c(C#N)c2C)cc1 | 6 | 8 | 6 | -1 | 0 | 3 | 5 | 1 | -2 |
| CC(=O)NC12CC3CC(C1)CC(C(=O)Nc1nc4ccc(F)cc4s1)(C3)C2 | -8 | -4 | -3 | -11 | -5 | 4 | -4 | -6 | -1 |
| COc1ccccc1C(=O)NC(=O)COC(=O)Cc1n[nH]c(=O)c2ccccc12 | -5 | 18 | 5 | 0 | 3 | -3 | 4 | -11 | -9 |
| CCn1c(CNc2ccc(C(=O)O)cc2)nc2ccccc21 | -1 | 3 | 3 | 2 | -2 | 0 | 5 | -2 | -1 |
| O=C(COC(=O)C1CCN(S(=O)(=O)c2cccs2)CC1)Nc1ccc(F)cc1F | 5 | -11 | 0 | -3 | -1 | 1 | 6 | 4 | -7 |
| O=c1cc(O)c(-c2ccc(Cl)cc2)c(Cl)[nH]1 | 4 | -1 | -2 | 6 | 2 | 3 | 9 | -2 | 4 |
| CCN(CC)S(=O)(=O)c1cccc(C(=O)NC(Cc2c[nH]c3ccccc23)c2nnc3n2CCCCC3)c1 (configuration not stated) | 4 | 31 | 4 | 0 | -1 | 5 | 7 | 2 | -6 |
| N#C/C(=C/c1cn[nH]c1-c1cccc(Br)c1)C(=O)O | -9 | -11 | 6 | -5 | 5 | 5 | -2 | 1 | -2 |
| CCCc1cc(=O)n2[nH]c(NCc3ccccc3Cl)nc2n1 | -5 | -3 | 3 | -1 | -4 | 1 | 10 | -6 | -11 |
| CCc1ccc(NC(=O)Cn2nnc(C(=O)NCCc3ccc(OC)c(OC)c3)c2N)cc1 | -4 | 5 | 0 | -1 | -3 | -3 | 4 | -2 | -3 |
| CCN(CC)CCn1c2ccccc2c2nc3ccc([N+](=O)[O-])cc3cc21 | -1 | -119 | . | -1 | 2 | . | 1 | -6 | 9 |
| O=C(CSc1ncn[nH]1)NCCc1ccccc1 | -2 | 5 | 0 | 1 | -1 | 3 | -3 | -2 | 0 |
| O=C(NC1CCS(=O)(=O)C1)c1ccc(N2CCCCC2)c([N+](=O)[O-])c1 (configuration not stated) | 0 | -2 | 9 | -2 | -1 | -1 | 0 | -3 | 0 |
| O=C(Nc1ccc(-c2nc3ccccc3o2)cc1)c1ccc2c(c1)OCO2 | -11 | -1 | -5 | -6 | -5 | -4 | -2 | -3 | -3 |
| Cc1nn(C)cc1CN(C)C(=O)CCc1nnc(CCC2CCCCC2)o1 | -4 | 11 | 4 | 12 | 1 | 10 | -3 | -1 | 0 |
| COc1cc(Nc2ccccn2)cc(C(=O)Nc2cccc(C(F)(F)F)c2)c1 | 17 | 11 | -2 | -13 | -20 | 6 | 3 | -1 | -9 |
| COc1ccccc1NC(=O)Nc1nc(CC(=O)N2CCN(c3ccccc3OC)CC2)cs1 | -2 | -6 | 1 | -2 | -3 | 0 | 4 | 4 | -1 |
| Cc1cc(C)c(C(=O)COC(=O)Cn2cnnn2)cc1C | 1 | -12 | 1 | 6 | 0 | -2 | 5 | -1 | -1 |
| Cc1ccc(-c2[nH]c3ccccc3c2SCCNC(=O)c2ccc(S(=O)(=O)N3CCOCC3)cc2)cc1 | -6 | 25 | -4 | -1 | -11 | 4 | 8 | 1 | -9 |
| O=C(NN1C(=O)NC2(CCCCC2)C1=O)c1cccs1 | . | 12 | 8 | . | . | 3 | 2 | 4 | . |
| Cc1cc(Br)cc(C)c1NC(=O)c1ccc(C#N)cc1F | 4 | 0 | 4 | 2 | 1 | 0 | 2 | 0 | 3 |
| C=CCNC(=O)NC(=O)c1csc([N+](=O)[O-])c1 | -3 | -5 | 5 | 1 | -3 | 5 | 1 | -3 | 9 |
| O=C(CN1C(=O)c2ccccc2C1=O)Nc1ccc(S(=O)(=O)NCC2CCCO2)cc1 (configuration not stated) | 5 | 4 | 20 | 0 | 1 | 3 | -2 | -1 | 6 |
| CCc1c(C(=O)N/N=C/c2ccco2)nnn1-c1nonc1N | 0 | 9 | 3 | 1 | 0 | -3 | -1 | -2 | -4 |
| O=C(Nc1nccs1)C1CCN(S(=O)(=O)c2c(Cl)cccc2Cl)CC1 | 11 | -28 | 2 | -3 | -2 | -1 | 2 | -3 | 5 |
| O=c1cc(-c2ccccc2[N+](=O)[O-])oc2ccccc12 | 8 | 4 | 5 | 3 | 0 | 1 | 4 | 8 | -3 |
| O=C1CCCN=C(Nc2ccc(F)c(Cl)c2)S1 | -1 | -16 | 1 | 2 | -1 | 2 | 2 | 2 | 3 |
| COc1ccc(C2N(c3ccccc3)C(=S)N3CCCN23)cc1 (configuration not stated) | -1 | 2 | 11 | 2 | 0 | -1 | -1 | 2 | 0 |
| Cc1cccc(NC(=O)CN2C(=O)/C(=C3\SC(=S)N(CC4CCCO4)C3=O)c3ccccc32)c1 (configuration not stated) | 1 | 6 | -1 | 2 | -6 | 3 | 6 | -5 | 3 |
| CCOC(=O)C1CCCN(CCC(=O)Nc2cc(OC)ccc2OC)C1 (configuration not stated) | 3 | 25 | 12 | 1 | 1 | 2 | 1 | -3 | -4 |
| CC(C)c1ccc(NC(=O)COC(=O)C2=COCCO2)cc1 | -8 | 17 | 14 | 2 | -3 | -5 | 9 | 3 | 12 |
| CCn1c(SCC(=O)NC2CCCC2)nnc1-c1c[nH]c2ccccc12 | 4 | 9 | 1 | -1 | -3 | 4 | 0 | -1 | 3 |
| COc1cc(OC)c(C2=NOC(C(=O)N3CCN(C(=O)c4ccco4)CC3)C2)cc1Cl (configuration not stated) | -1 | 4 | 2 | 18 | 13 | 1 | 6 | -3 | 13 |
| COc1ccc(NC(=O)c2cccc(Cn3cc(Br)c([N+](=O)[O-])n3)c2)c(C)c1 | -3 | 0 | -3 | 3 | 0 | 0 | 0 | -3 | -8 |
| COc1ccc(OCC(=O)Nc2nnc(-c3ccco3)s2)cc1 | -9 | 1 | -5 | 2 | 0 | 0 | 14 | -7 | -3 |
| CC1Cc2ccccc2N1C(=O)CSc1nnc2sc3ccccc3n12 (configuration not stated) | -1 | -31 | 6 | -6 | 1 | 0 | -7 | -5 | -3 |
| Cc1oc(-c2cc(F)ccc2F)nc1CN1CCN(c2cnccn2)CC1 | 4 | 17 | -1 | 7 | -2 | -5 | 2 | 0 | 0 |
| COc1cc(NC(=O)C/C(C)=N/NC(=O)c2ccccn2)c(OC)cc1Cl | -5 | -3 | 9 | -5 | -5 | 2 | 11 | 0 | 2 |
| CC(=O)Nc1ccc(C(=O)CSc2nc3ccccc3n2CC(=O)N2CCCC2)cc1 | 5 | 4 | -3 | 1 | -1 | 1 | 3 | 4 | 6 |
| CCc1ccc(NC(=O)CSc2nnc(SCC(=O)Nc3ccc(CC)cc3)n2N)cc1 | -30 | -19 | -9 | -38 | -17 | 6 | -13 | -4 | -15 |
| O=C(NCCCN1CCOCC1)C(=O)N/N=C/c1ccc2c(c1)OCO2 | 1 | 15 | 2 | -3 | 3 | 3 | -3 | -8 | 1 |
| Cc1cccc(NC(=O)CN2CCN(CC(=O)Nc3cccc(C)c3)CC2)c1 | -1 | -9 | 13 | -1 | 1 | -5 | 5 | -3 | 20 |

(further entries)
| SMILES | PME-1 inh | PREPL inhibitor | PAFAH1B3 FP inh | LYPLA2 counter | LYPLA1 counter | PAFAH1B2 inh | pPAFAH inh | PAD4 inh | GSTO1 inh |
| --- | --- | --- | --- | --- | --- | --- | --- | --- | --- |
| CC1CCN(CCOc2ccc(OCc3ccccc3)cc2)CC1 | 4 | -8 | 4 | 0 | 0 | 3 | 6 | 0 | 2 |
| CCOc1ccc(NC(=O)c2ccccc2NS(=O)(=O)c2ccc(F)cc2)c([N+](=O)[O-])c1 | -2 | 0 | 1 | -6 | -1 | 7 | 14 | 1 | -19 |
| O=C(CSc1ccc(-c2ccccc2)nn1)Nc1ccc2c(c1)OCCO2 | -2 | -5 | 3 | -4 | -4 | 0 | 10 | -1 | -1 |
| CCS(=O)(=O)N1N=C(c2cccc(NS(C)(=O)=O)c2)CC1c1ccccc1 (configuration not stated) | 6 | -7 | 2 | -9 | -1 | -2 | -8 | -4 | -1 |
| CCOC(=O)c1sc(Nc2nc(OC)cc(OC)n2)nc1C | -3 | 4 | . | -8 | -5 | . | -9 | -2 | -6 |
| COc1cc(OC)c2c(-c3cccc(/C=C/c4ccc(F)cc4)c3)cc(=O)oc2c1 | . | . | 8 | . | . | 1 | 4 | 5 | . |
| CCc1nnc(NC(=O)CSc2nnnn2-c2cccc(C(=O)OC)c2)s1 | -4 | 3 | 1 | 5 | -1 | -3 | -1 | -2 | 26 |
| CCOc1ccc(S(=O)(=O)Nc2ccccc2C(=O)Nc2ccccc2N2CCOCC2)cc1 | 4 | 6 | 4 | 0 | -1 | -1 | -1 | -4 | -10 |
| COC(=O)C(NC(=O)CN1C(=O)c2ccccc2C1=O)c1ccc(O)c(OC)c1 (configuration not stated) | -10 | 0 | 0 | -7 | -3 | -4 | -8 | 3 | 9 |
